TNAP activators – human TNAP enzyme activators, primary screen, biochemical, luminescent, no phosphate acceptor, uHTS (AID 1001). Alkaline phosphatase, tissue-nonspecific isozyme (Homo sapiens). purified TNAP, luminescent activation assay, no phosphate acceptor; higher activation fold means a stronger effect. one-dose activation fold at 20 µM; EC50 in µM for titrated hits. 200,000 tested, 0.03% active; in the data active means activation fold from about 3, or a potency from the dose series; inactive means the rest, 99 in 100 with activation fold below about 1.6; further: many of its hits are not listed in these tables
Dynein transport – inhibitors of GR-EGFP nuclear translocation, primary screen, dynein cargo transport inhibitor project, imaging, high-content, 3617.4 mouse cells; z-score, hits read low; test concentration mostly 20 µM; stimulated with dexamethasone, 1 µM; hits give low values; 220,000 tested, 0.47% active;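 active means plate z-score of nuclear minus cytoplasmic receptor signal below a set negative limit, without overly bright fluorescence or cell loss, cut at about -3.5 in these data, passing the limit was not always enough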;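 further: z-score of nuclear minus cytoplasmic ring GR-EGFP intensity difference per well; some compounds called inactive have numbers as strong as hits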
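Schedule: 48 h induction, then 1 h compound, then 30 min agonist, 37 °C. Buffer or medium: tetracycline-free induction medium containing charcoal-stripped FBS. Reagent: 1.0 µM final dexamethasone stimulus. Evaluation: nuclear versus cytoplasmic GR-EGFP signal, averaged per well. Signal: high-content fluorescence imaging after fixation.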
Lipid droplet – inhibitors of hepatocyte lipid droplet formation, primary screen, imaging, high-throughput imaging, BODIPY stain. 240,000 tested, 0.4% active. AID 1656, 2009. inhibition, % at 6.5 µM. AML12 mouse hepatocytes, oleate lipid droplets;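 active means lipid droplet intensity inhibited by at least 50%, with more than 500 cells counted; inconclusive means wells with under 300 cells, treated as cytotoxic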
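Test system: AML12 hepatocytes (mouse); reagent: oleate loading, 100 µM; dosing: one dose, 6.5 µM compound; incubation: overnight exposure; signal: fluorescence imaging, 20x objective, two fields per well; read-out basis: % inhibition of corrected integrated BODIPY droplet signal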
bCat nuc transl – modulators of beta-catenin nuclear translocation, primary screen, imaging, HeLa cells, immunofluorescence, high-content | nuclear translocation activity, % at 5 µM | 190,000 tested, 0.3% active | AID 1665, 2009;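 active means nuclear translocation activity above 50% at 5 µM, with a well cell count of 50 or more; inconclusive means wells under 50 cells across six images, flagged as toxic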;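 further: per-cell ratio of nuclear to cytoplasmic median beta-catenin stain intensity; plate controls were DMSO negative control for no effect and GSK-3 inhibitor IX positive control for full effect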
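Technique: fluorescence imaging of beta-catenin antibody stain plus DAPI / Material: human HeLa cell line / Incubation: compound treatment 24 h, 37°C, 5% CO2 / Read-out basis: % activation of per-cell nuclear versus cytoplasmic median beta-catenin signal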
Ins promoter up – insulin promoter activators in MIN6 cells, imaging, high-content screening, mouse beta cells; AID 1625, 2009; MIN6 insulin promoter-GFP reporter; hits give high values; 190,000 tested, 0.3% active; z-score at 5 µM;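 active means z-score above 3 at 5 µM with at least 500 cells counted in the well; inconclusive means wells under 500 cells, flagged as cytotoxic or low count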
MT stabilizer – microtubule stabilizers in HeLa cells, primary screen, imaging, high-content imaging; HeLa tubulin immunostaining HCS, 24 h; share of cells brighter than vehicle mean+2SD; % tubulin-high responders, % at 10 µM; 200,000 tested, 0.83% active; AID 2205, 2009;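 active means plate Z-score above 3 for both tubulin-high and condensed-nucleus cell shares, with cell loss under 80%, at 10 µM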;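 further: anti alpha tubulin signal scored within the nucleus-defined area of each cell; some results filed as inactive read as strong as hits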
Myeloid diff MLP – induction of myeloid progenitor differentiation, primary screen, cell-based, flow cytometry, MLPCN library; calls only at 10 µM; 360,000 tested, 1% active; ER-HoxA9 myeloid progenitors, lysozyme-GFP differentiation;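 active means normalized GFP-positive differentiation at or above the plate's own cutoff, the solvent-only control mean plus 3 SD; inconclusive means no clear call, values can overlap the other calls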;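 further: cells exposed to compound for four days before flow analysis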
PMI inhibitors – inhibitors of human PMI, primary screen, biochemical, fluorescence intensity, coupled assay (AID 1209) | Mannose-6-phosphate isomerase (Homo sapiens) | purified PMI enzyme, coupled fluorescence intensity; higher % means a stronger effect | one-dose inhibition, % at 20 µM; IC50 in µM for titrated hits | 190,000 tested, 0.42% active; in the data active means inhibition above about 50%;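 further: plate controls were DMSO vehicle for no effect and wells lacking substrate for full effect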
T cell HTS – modulators of CD8 T cell-vesicle binding, primary screen, mouse 2C CD8+ T cells, flow cytometry | AID 2052, 2009 | calls only at 7 µM | 330,000 tested, 0.068% active | 2C CD8+ T cell-vesicle binding; hits give low values;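 active means response, share of CD8 T cells binding vesicles, and their 90th percentile fluorescence all below set limits, cut at about 80% in these data, passing the limit was not always enough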
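Test system: purified 2C TCR transgenic mouse naive CD8+ T cells. Probe or stimulus: QL9-peptide-loaded Drosophila micro-vesicles bearing Ld, ICAM-1 and B7-1. Incubation: binding step 1.5 h, 37 °C, antibody labelling 20 min, ice. Measured by: flow cytometry of vesicle-bound cells.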
Dynein transport cytoplasmic EGFP – also measured in Dynein transport; calls as there; z-score; measured here: cytoplasmic GR-EGFP intensity; hits give high values
Dynein transport nuclear GR-EGFP – second read-out of Dynein transport, no call of its own (marks repeat the call); z-score; measured here: nuclear GR-EGFP intensity;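 lower value marks the stronger effect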
Dynein transport cell count – second read-out of Dynein transport, no call of its own (marks repeat the call); z-score; measured here: cell count per field
Ins promoter up cell count – further read-out of Ins promoter up, marked with its call; cell count; measured here: cytotoxicity, nuclei count;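 total cells summed across four imaged fields per well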
Lipid droplet cells 6.5 µM – second read-out of Lipid droplet, no call of its own (marks repeat the call); cell count; measured here: cell count, cytotoxicity flag;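 cells counted across two imaged fields per well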
bCat nuc transl cell count 5 µM – also measured in bCat nuc transl; calls as there; cell count; measured here: cell count, cytotoxicity flag
T cell HTS vesicle-bound % – further read-out of T cell HTS, marked with its call; double positive events, %; measured here: CD8+ vesicle-bound cell fraction;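 binding gate set so that unloaded-vesicle control wells show 10% double positive cells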
MT stabilizer Hoechst-high % – second read-out of MT stabilizer, no call of its own (marks repeat the call); % Hoechst-high responders; measured here: nuclear condensation Hoechst responders;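 share of cells brighter than vehicle mean plus two SD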
MT stabilizer cytotoxicity % – also measured in MT stabilizer; calls as there; toxicity, %; measured here: cytotoxicity by cell density;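 0% = mean cell density of plate MIN control wells and 100% = no cells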
Myeloid diff MLP GFP+ MAC1+ % – recorded beside Myeloid diff MLP, whose call it bears; GFP+ MAC1+ double positive, %; measured here: differentiation confirmed by MAC1 staining
* hit, by the source's call; i = inactive; ? = inconclusive; . = no result given.

SMILES | TNAP activators | Dynein transport | Dynein transport cytoplasmic EGFP | Dynein transport nuclear GR-EGFP | Dynein transport cell count | Lipid droplet | Lipid droplet cells 6.5 µM | bCat nuc transl | bCat nuc transl cell count 5 µM | Ins promoter up | Ins promoter up cell count | MT stabilizer | MT stabilizer Hoechst-high % | MT stabilizer cytotoxicity % | Myeloid diff MLP | Myeloid diff MLP GFP+ MAC1+ % | PMI inhibitors | T cell HTS | T cell HTS vesicle-bound %
CSc1cccc(NC(=O)C2CCN(C(=O)c3ccccc3C)CC2)c1 | 1.1 | -0.095 | -0.25 | 0.073 | 0.34 | 10 | 609 | 2.6 | 561 | -0.18 | 1189 | 1.3 | 3.0 | 3.4 | i | 0.4 | -2% | i | 51
O=C1OC(N2CCN(c3ccccn3)CC2)c2ccccc21 (stereo not drawn) | 1.1 | -0.46 | -0.26 | 0.034 | 0.2 | 2 | 709 | -0.9 | 1033 | -0.23 | 1874 | 2.4 | 1.4 | 9.3 | i | 1.2 | 16% | i | 21
CCOc1ccccc1N(C(=O)c1snc(C(N)=O)c1N)C(C(=O)NCCC(C)C)c1ccco1 (stereo not drawn) | 1.1 | 0.73 | -0.19 | 0.97 | -1.1 | . | . | -1.6 | 1139 | -1.1 | 1129 | 2.2 | 1.6 | 3.1 | i | 3.9 | 11% | . | .
COc1ccc(CCNC(=O)c2ccc(CNS(=O)(=O)c3ccccc3)cc2)cc1OC | 1.1 | 0.73 | -0.29 | -0.11 | -0.28 | 3 | 573 | 0.4 | 436 | 0.68 | 1262 | 2.6 | 4.8 | 13 | i | 0.3 | -2% | i | 35
CCN(CC)c1ccc(/C=C2\C(=O)c3ccc(C(=O)O)cc3C2=O)cc1 | 0.4 | -1.3 | 3.4 | 0.35 | 0.85 | -5 | 619 | 1.9 | 461 | 0.29 | 1221 | 4.3 | 2.3 | 8.2 | i | 0.4 | 20% | i | 59
COc1ccc(NC(=O)C2CCCN(S(=O)(=O)c3c(C)[nH]c(=O)[nH]c3=O)C2)cc1 (stereo not drawn) | 1.1 | 0.63 | -0.23 | 0.93 | 0.73 | . | . | 0.0 | 1409 | 0.6 | 1610 | 3.3 | 1.6 | 8.2 | i | 2.1 | -5% | i | 9
COc1ccc(C2C3=C(CCCC3=O)Nc3nc(SCc4ccccc4)nn32)cc1OC (stereo not drawn) | 1.1 | -1 | -0.21 | -0.28 | -0.15 | -24 | 711 | 0.0 | 1061 | 0.28 | 1242 | 3.0 | 2.7 | 33 | i | 2.8 | 24% | i | 31
Cc1ccc(-c2nnn(CC(=O)Nc3ccc4nn(-c5ccccc5)nc4c3)n2)o1 | 1.2 | 0.6 | -0.26 | 0.14 | -0.79 | . | . | -6.4 | 984 | -0.09 | 1209 | 4.8 | 3.1 | 5.9 | i | 1.8 | -6% | i | 27
Cc1cccc(NC(=O)C(C)Oc2ccccc2C)n1 (stereo not drawn) | 1.1 | 0.27 | -0.26 | -0.074 | -0.56 | -5 | 645 | . | . | . | . | 2.4 | 2.3 | 8.4 | i | 1.0 | 12% | i | 19
CCn1c(=O)cc(N2CCC3(CC2)OCCO3)[nH]c1=O | 1.1 | -0.16 | -0.21 | 0.044 | 0.17 | -11 | 517 | -1.1 | 1083 | 1.3 | 1901 | 2.1 | 4.2 | 11 | i | 1.3 | 14% | i | 30
COc1ccc(C2C3=C(CC(C)(C)CC3=O)Oc3ncn(CCCn4ccnc4)c(=N)c32)cc1 (stereo not drawn) | 1.1 | -0.44 | -0.15 | -0.31 | 0.24 | . | . | -6.0 | 952 | -0.14 | 1149 | 2.2 | 1.3 | 7.6 | i | 0.3 | -1% | i | 35
O=C(Nc1nnc(-c2ccc(F)cc2)o1)c1cc(Cl)sc1Cl | 1.4 | -0.87 | 0.26 | 0.17 | -0.33 | -1 | 576 | 1.1 | 959 | 0.13 | 1264 | 1.7 | 1.5 | 5.7 | i | 0.6 | -24% | i | 25
O=C(Nc1cccnc1)Nc1cc(Cl)cc(Cl)c1 | 1.1 | 0.92 | -0.26 | 0.22 | -0.065 | 11 | 768 | -0.5 | 1016 | -0.71 | 1332 | 4.1 | 2.1 | 2.0 | i | 0.5 | 14% | i | 60
O=C(NCc1ccccc1)c1csc2c1CCCC2 | 0.9 | 1.2 | -0.22 | 0.63 | -0.36 | 8 | 700 | -2.4 | 1098 | . | . | 2.9 | 2.0 | 0.6 | i | 0.7 | -10% | i | 30
O=S(=O)(N/N=C\c1cccnc1)c1ccccc1 | 1.1 | 0.082 | -0.24 | 0.23 | 0.39 | -2 | 684 | -3.1 | 1183 | -0.08 | 1569 | 4.0 | 3.6 | 6.7 | i | 0.7 | -30% | i | .
O=C(N/N=C/c1ccc(Br)cc1)c1cc[n+](Cc2ccccc2)cc1 | 1 | 0.051 | -0.25 | -0.12 | 0.066 | 20 | 756 | 0.6 | 1108 | -0.54 | 1266 | 3.4 | 3.0 | 7.6 | i | 0.7 | -1% | i | 8
CC(=O)c1cccc(N(C(=O)Cn2nnc3ccccc32)C(C(=O)NC2CCCCC2)c2cn(C)nc2C)c1 (stereo not drawn) | 1 | 0.33 | -0.095 | 0.058 | 0.026 | 3 | 784 | -4.1 | 1192 | 0.51 | 860 | 1.0 | 0.8 | 11 | i | 2.2 | 7% | i | 11
C/C(=C(\C#N)C(=O)NCc1ccccc1)N(C)C | 1.1 | -0.47 | 0.037 | 0.057 | 0.85 | -1 | 753 | 1.7 | 1049 | 0.45 | 789 | 1.0 | 1.6 | 6.6 | i | 1.2 | -6% | i | 47
O=[N+]([O-])c1cc(C(F)(F)F)ccc1SCC(O)CO (stereo not drawn) | 1.1 | -0.17 | -0.3 | 0.5 | 0.41 | 4 | 647 | -3.8 | 809 | 1.3 | 1564 | 6.4 | 3.5 | 0.1 | i | 0.6 | 12% | i | 44
N#CC1(c2ccccc2)CCCN1C(=O)c1ccco1 (stereo not drawn) | 1.1 | -0.6 | -0.18 | -0.093 | 0.18 | . | . | -0.6 | 1179 | -0.21 | 1091 | 5.9 | 3.0 | 10 | i | 0.8 | 1% | i | 39

The closing 3 compounds of the part before lead into the next:
SMILES | TNAP activators | Dynein transport | Dynein transport cytoplasmic EGFP | Dynein transport nuclear GR-EGFP | Dynein transport cell count | Lipid droplet | Lipid droplet cells 6.5 µM | bCat nuc transl | bCat nuc transl cell count 5 µM | Ins promoter up | Ins promoter up cell count | MT stabilizer | MT stabilizer Hoechst-high % | MT stabilizer cytotoxicity % | Myeloid diff MLP | Myeloid diff MLP GFP+ MAC1+ % | PMI inhibitors | T cell HTS | T cell HTS vesicle-bound %
C/C(=C(\C#N)C(=O)NCc1ccccc1)N(C)C | 1.1 | -0.47 | 0.037 | 0.057 | 0.85 | -1 | 753 | 1.7 | 1049 | 0.45 | 789 | 1.0 | 1.6 | 6.6 | i | 1.2 | -6% | i | 47
O=[N+]([O-])c1cc(C(F)(F)F)ccc1SCC(O)CO (stereo not drawn) | 1.1 | -0.17 | -0.3 | 0.5 | 0.41 | 4 | 647 | -3.8 | 809 | 1.3 | 1564 | 6.4 | 3.5 | 0.1 | i | 0.6 | 12% | i | 44
N#CC1(c2ccccc2)CCCN1C(=O)c1ccco1 (stereo not drawn) | 1.1 | -0.6 | -0.18 | -0.093 | 0.18 | . | . | -0.6 | 1179 | -0.21 | 1091 | 5.9 | 3.0 | 10 | i | 0.8 | 1% | i | 39
Cc1ccccc1/C=N\NC(=O)c1ccc(Cn2cccn2)o1 | 1 | 0.28 | 0.97 | -0.12 | -0.09 | 8 | 650 | 5.9 | 480 | 0.07 | 1108 | 2.8 | 1.8 | 3.6 | i | 0.3 | -9% | i | 50
N=C1C(c2nc3ccccc3[nH]2)=C(O)CN1c1ccccc1 | 2.4 | 0.79 | -0.24 | 0.95 | 0.083 | 3 | 762 | . | . | -0.87 | 932 | 2.1 | 1.6 | 3.0 | i | 0.1 | -1% | i | 59
CC(C)N=C(NS(=O)(=O)c1ccccc1)C(Cl)(Cl)Cl | 1 | -2.4 | 0.39 | -1.1 | 0.089 | ? | . | 9.6 | 603 | . | . | 5.2 | 3.4 | 3.6 | ? | . | 8% | i | 43
CCOc1ccc(S(N)(=O)=O)cc1-c1nc2c(C(C)(C)C)nn(C)c2c(=O)[nH]1 | . | -0.021 | -0.093 | -0.054 | -0.36 | 2 | 687 | -0.2 | 1351 | -0.45 | 1275 | . | . | . | i | 0.6 | . | i | 16
COC(=O)CC1SC(=O)NC1=Nc1ccc(O)cc1 (stereo not drawn) | 1.1 | -0.62 | -0.17 | -0.54 | 0.32 | . | . | 1.5 | 1346 | -0.47 | 1724 | 2.6 | 1.3 | 7.2 | i | 0.2 | 1% | i | 8
Cn1c(N)c(C(=O)COC(=O)c2ccc3c(c2)OCCO3)c(=O)n(C)c1=O | 1.1 | -0.54 | -0.18 | -0.37 | 0.36 | . | . | -0.8 | 868 | -0.49 | 1235 | 1.6 | 1.5 | 3.7 | i | 0.4 | 6% | i | 24

Screens from PubChem.
